GPT2 inh: inhibitors of human GPT2 alanine aminotransferase. Potency, µM (series often up to 57.7 µM), inactives show at the top dose activity change, negative = inhibition, hits mostly inhibitors. AID 1671188. Recombinant GPT2, coupled pyruvate oxidase/HRP Amplex Red fluorescence. hit rate 0.25% among 100,000; note: potency is the fitted concentration of half-maximal effect; nearly all actives have a fitted effect of over 60% in size; many of its hits are not listed in these tables
Target sequence (Q8TD30 whole entry, looked up): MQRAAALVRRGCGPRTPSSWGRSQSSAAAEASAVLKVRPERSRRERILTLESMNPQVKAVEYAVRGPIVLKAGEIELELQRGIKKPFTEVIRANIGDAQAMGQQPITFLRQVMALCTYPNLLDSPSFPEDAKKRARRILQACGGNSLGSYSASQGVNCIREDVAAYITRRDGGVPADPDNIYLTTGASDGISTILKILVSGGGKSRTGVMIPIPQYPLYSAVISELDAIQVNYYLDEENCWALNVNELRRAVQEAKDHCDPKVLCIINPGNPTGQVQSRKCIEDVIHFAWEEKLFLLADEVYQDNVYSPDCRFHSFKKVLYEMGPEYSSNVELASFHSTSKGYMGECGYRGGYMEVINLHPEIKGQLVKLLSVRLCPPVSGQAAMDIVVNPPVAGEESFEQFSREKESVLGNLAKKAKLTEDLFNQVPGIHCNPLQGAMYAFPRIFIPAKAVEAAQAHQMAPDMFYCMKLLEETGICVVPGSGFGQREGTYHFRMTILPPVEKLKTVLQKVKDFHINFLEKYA
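Fluorescence read-out: pyruvate from GPT2 turnover coupled to pyruvate oxidase, HRP and Amplex Red (0.2mM ThPP, 0.2U/mL PO and HRP, 50uM Amplex final). Substrates 250uM a-KG, 2mM L-alanine; enzyme 10ng/uL; 30 min RT.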
SNCA expr inh: SNCA gene expression inhibition. HEK-293 SNCA-luciferase knock-in, luminescence, 24 h. Potency, µM (top dose mostly 57.2 µM), for the others: top-dose activity change, negative = inhibition, actives largely listed as inhibitors. hit rate 0.17% among 140,000. AID 1671194;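 note: potency is the fitted concentration of half-maximal effect; plate controls were DMSO cells for no effect and cell-free wells for full effect; nearly all actives have a fitted effect of over 45% in size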
Luciferase inh: Photinus pyralis luciferase inhibition | purified P. pyralis luciferase, luminescence, biochemical | Potency, µM (titrated, usually from 115 µM), inactives show top-dose activity change, negative = inhibition, hits mostly inhibitors | hit rate 2.5% among 76,000; note: potency is the fitted concentration of half-maximal effect; nearly all actives have a fitted effect of over 65% in size
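Luminescence read by CCD imaging after purified firefly luciferase (10nM final) was added to substrate buffer holding 10uM D-luciferin and 10uM ATP, pH 7.5, pre-dosed with compound.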
HEK293 tox: cytotoxic compounds in HEK 293 cells; Potency, µM (top dose mostly 115 µM), for the others: at the highest dose activity change, negative = cytotoxicity, most hits filed as inhibitors; AID 1345083; hit rate 6.6% among 94,000; HEK 293 viability, ATP luminescence (CellTiter-Glo), 48-72 h; note: potency is the fitted concentration of half-maximal effect; nearly all actives have a fitted effect of over 60% in size
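HEK 293 cells seeded at 250 cells/well were exposed to compound for 48 or 72 hr at 37 degree Celsius. Viability taken as ATP content by CellTiter-Glo luminescence.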
NIH3T3 tox: cytotoxic compounds in NIH 3T3 cells. hit rate 4.3% among 94,000. AID 1345082. Potency, µM (series often up to 96.7 µM), for the others: top-dose activity change, negative = cytotoxicity, hits mostly inhibitors. NIH 3T3 viability, CellTiter-Glo ATP luminescence, 48-72 h; note: potency is the fitted concentration of half-maximal effect; nearly all actives have a fitted effect of over 55% in size
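Cytotoxicity was measured by CellTiter-Glo ATP luminescence after 48 or 72 h compound exposure at 37 °C. Mouse NIH 3T3 fibroblasts were seeded at 400 cells/well and dosed by 23 nL pin transfer.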
HEK293 viab: counter-screen for SNCA expression inhibitors: cell viability. hit rate 0.12% among 150,000. AID 1671193. HEK-293-SNCA-luc viability, GF-AFC fluorescence, 24 h. Potency, µM (top dose mostly 57.1 µM), for inactives: top-dose activity change, negative = cytotoxicity, hits mostly cytotoxic;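 note: potency is the fitted concentration of half-maximal effect; 0% = DMSO-treated cells and -100% = medium-only wells without cells; nearly all actives have a fitted effect of over 30% in size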
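HEK-293-SNCA-luc cells (1500/well) plated 24 h, then exposed 24 h to a dilution series; GF-AFC added 30 min at 37C, fluorescence 405/540 nm; normalised to medium-only and DMSO wells, Hill fit.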
IP6K1 inhibitor: blocks human inositol hexakisphosphate kinase 1. Q92551. IP6K1 kinase, ADP-Glo luminescence, 2 h; active compounds read low. activity change, % (series mostly up to about 58 µM). hit rate 0.81% among 140,000; in the data active = activity change below about -25%
Target sequence (Q92551 whole entry, looked up): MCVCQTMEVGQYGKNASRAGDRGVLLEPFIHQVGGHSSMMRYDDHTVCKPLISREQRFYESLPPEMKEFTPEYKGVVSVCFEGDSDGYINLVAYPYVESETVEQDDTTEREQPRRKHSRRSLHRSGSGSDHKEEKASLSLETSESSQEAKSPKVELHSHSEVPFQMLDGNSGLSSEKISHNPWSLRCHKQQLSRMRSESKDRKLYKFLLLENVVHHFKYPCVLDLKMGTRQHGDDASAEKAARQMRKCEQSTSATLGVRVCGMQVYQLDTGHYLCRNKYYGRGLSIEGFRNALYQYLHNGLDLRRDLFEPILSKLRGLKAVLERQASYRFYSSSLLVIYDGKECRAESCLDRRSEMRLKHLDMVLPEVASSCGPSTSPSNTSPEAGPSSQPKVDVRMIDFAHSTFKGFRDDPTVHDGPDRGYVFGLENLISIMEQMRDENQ
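ADP-Glo luminescence measures ADP made by human IP6K1 during a 2 h RT reaction with ATP/IP6 (mix at 1.3 mM/130 uM); top library doses 57.5 and 19.1 uM final.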
An asterisk follows results filed as active; i = inactive; ? = inconclusive; · = not tested or not shown; [ ] = dose if it differs, or a comment. Unless noted, calls come from the whole dose curve; as a rule, active = well fitted curve in the direction sought with a large enough effect; inconclusive = small, poorly fitted or top-dose-only effect, or another doubt; inactive = no such curve, though single readings can be large; an effect the other way counts as inactive or inconclusive. Unless noted, % is set by controls: 0 for no effect and ±100 for the full control effect. This is a subset, so the mix of outcomes need not match the whole.

SMILES	GPT2 inh	SNCA expr inh	Luciferase inh	HEK293 tox	NIH3T3 tox	HEK293 viab	IP6K1 inhibitor
COc1ccc(Cl)cc1CNCCSc1nnnn1-c1ccccc1	·	8%	·	·	·	15%	2
CC1=C[C@@H](CN2CCN(c3ccccn3)CC2)[C@H](C(C)C)C[C@H]1Cc1nnc(-c2ccc([N+](=O)[O-])cc2)o1	-2%	-6%	-5%	?	?	0%	-15
CCN1CCC2(Cc3ccccc3CN(S(C)(=O)=O)C2)C1 (stereo not given)	i	-6%[87.6 µM]	·	-16%[172 µM]	3%[138 µM]	-5%[87.6 µM]	-8
Cc1nnc2c3ccccc3nc(Nc3ccccc3C(=O)O)n12	·	?	·	·	·	-1%	-3
Cc1ccc(C(=O)NCCn2c(C)cc3ccccc32)cc1C	·	68%[activator]	·	·	·	3%	44
COc1cccc(C(=O)N2CCc3onc(-c4cccc(F)c4)c3C2)c1OC	-14%[11.5 µM]	-5%	9%	20µM*	?	-13%	23
Cc1noc([C@@H]2CN(C(=O)NCc3ccccc3)C[C@H]2C(N)=O)n1	-5%	-9%	7%	i	5%	-8%	-7
Cc1ccsc1CCN1C(=O)N(c2ccc(F)cc2)C(=O)C1CC(=O)Nc1ccccc1 (stereo not given)	·	-19%	·	·	·	-16%	-2
COc1cccc(CC(=O)N2CCCn3nc(C)c(-c4ccccc4OCc4ccccc4)c32)c1	5%	?	0%	?	?	?	-6
NC(=O)c1cccnc1OC1CCN(Cc2ccc[nH]2)CC1	-2%	-4%	-1%	-6%	4%	-4%	11
CC(C)n1c(/C=C/[C@@H](O)C[C@@H](O)CC(=O)O)c(-c2ccc(F)cc2)c2ccccc21	?	-7%[25.6 µM]	·	·	·	-32%[23.9 µM]	17
Cc1ccc(C(=O)N[C@@H]2C=C(C(=O)N[C@@H](CCS(C)(=O)=O)C(N)=O)C[C@@H](O)[C@@H]2O)cc1	?	9%	-4%	i	1%	8%	-6

Reprinted at random: four compounds from above, in no set order.
SMILES	GPT2 inh	SNCA expr inh	Luciferase inh	HEK293 tox	NIH3T3 tox	HEK293 viab	IP6K1 inhibitor
CC1=C[C@@H](CN2CCN(c3ccccn3)CC2)[C@H](C(C)C)C[C@H]1Cc1nnc(-c2ccc([N+](=O)[O-])cc2)o1	-2%	-6%	-5%	?	?	0%	-15
Cc1noc([C@@H]2CN(C(=O)NCc3ccccc3)C[C@H]2C(N)=O)n1	-5%	-9%	7%	i	5%	-8%	-7
Cc1nnc2c3ccccc3nc(Nc3ccccc3C(=O)O)n12	·	?	·	·	·	-1%	-3
CC(C)n1c(/C=C/[C@@H](O)C[C@@H](O)CC(=O)O)c(-c2ccc(F)cc2)c2ccccc21	?	-7%[25.6 µM]	·	·	·	-32%[23.9 µM]	17

Going on with the list.
SMILES	GPT2 inh	SNCA expr inh	Luciferase inh	HEK293 tox	NIH3T3 tox	HEK293 viab	IP6K1 inhibitor
CC(=O)NC1CCN(c2nc(-c3cccnc3)nc3c2cnn3C)C1 (stereo not given)	-24%	9%	11%	?	?	-4%	3
O=C1NC(=NC2CCCCC2)C2(CCN(CC3CC3)CC2)N1c1cccnc1	i	9%	·	2%	?	2%	11
CCc1cccc(C)c1NC(=O)CN1C(=O)c2cccc3cccc1c23	·	?	·	·	·	5%	5
COc1ccc(S(=O)(=O)c2cn(C)c3ccc(C)cc3c2=O)cc1	·	-15%	·	·	·	6%	15
CSCCNC(=O)c1coc(CN2CCN(C/C=C/c3ccccc3)CC2)n1	-6%	6%	-2%	-33%	-15%	-15%	0
COc1ccc2[nH]c3c(c2c1)CCN(C(=O)c1cccc(Cl)c1)C3c1ccc(F)cc1 (stereo not given)	·	-12%	·	·	·	-1%	4
COc1ccc(Cn2c(C(=O)O)c(CNCCc3ccccc3Cl)c3ccc(C)cc32)cc1	·	-28%	·	·	·	-29%	-6
CCC(=O)N1CCc2cc(Br)cc(S(=O)(=O)CCC(=O)Nc3cccc(C)c3C)c21	·	28%	·	·	·	6%	12
COc1cc(CN(C(=O)COc2ccccc2Cl)c2ccccn2)cc(OC)c1OC	·	74%[activator]	·	·	·	5%	36
O=C1CCC2(CCNCC2)CCN1	i	35%[activator]	0%	10%	i	2%	6
COC(=O)C1=C(C)N=C2SC=C(CC(=O)NCC3CCCO3)N2C1c1ccccc1C (stereo not given)	i	-20%	-1%	?	-23%	4%	7
COc1ccc(C(=O)N2CCC(C(=O)N3CCC(c4nc5ncccc5[nH]4)C3)CC2)cc1 (stereo not given)	i	-4%	·	-2%	-17%	4%	13
COc1cccc(C2NC(=O)c3n[nH]c(-c4cccs4)c32)c1 (stereo not given)	·	18%	·	·	·	-11%	-6
Cc1ccc(C(=O)N2CCCC(n3cc(-c4nc(C(C)C)no4)nn3)C2)cc1C (stereo not given)	i	-7%	-1%	?	?	3%	3
O=C(NCCCc1ccccc1)c1ccc2nc(-c3cccnc3Cl)oc2c1	0%[88.5 µM]	48%[activator][87.6 µM]	·	?	45µM*	-4%[87.6 µM]	2
Cc1cc(=O)n(CC(=O)NCc2ccccc2Br)c(N2CCc3ccccc3C2)n1	i	-5%	-3%	40µM*	?	9%	9
Cc1noc(C)c1[S+](=O)([O-])N1CCC2(CC1)CC(=O)c1ccccc1O2	i	6%	-1%	?	-28%	-2%	11
Cc1ccc(NC(=O)C2CCCN(S(=O)(=O)c3c(C)n[nH]c3C)C2)cc1C (stereo not given)	·	1%	·	·	·	11%	3
O=C(O)c1ccc(Nc2nc(-c3ccccc3)c3cc(Br)ccc3n2)cc1	·	1%	·	·	·	-4%	15
COc1ccc(CCc2nc3nccc(-c4ccsc4)n3n2)cc1	i	13%	-11%	?	-19%	3%	7
CCCn1cc(S(=O)(=O)c2cccc(Cl)c2)c(=O)c2cc(F)c(N3CCOCC3)cc21	·	13%	·	·	·	1%	6
O=C(c1cc2c(s1)-c1ccccc1OC2)N1CCN(c2ccc(F)cc2)CC1	·	-12%	·	·	·	8%	2
COc1cccc(CCNC(=O)c2c(C)noc2-c2ccccc2OC)c1	i	5%	-7%	-25%	-19%	-2%	2
Cc1noc(C)c1Cc1ccc(C(=O)N2CCC(C)(c3noc(-c4ccccn4)n3)CC2)o1	i	-16%	1%	45µM*	?	-14%	11
COC(=O)CNC(=O)N1CCC(Cc2noc(-c3ccncc3)n2)C1 (stereo not given)	4%	?	-9%	-8%	i	-9%	6
O=C(Nc1ccc(C(O)(C(F)(F)F)C(F)(F)F)cc1)c1ccc(C(F)(F)F)cc1	-19%	·	·	·	·	?	5
O=C(O)c1ccc(CC2CCN(C(=O)c3cccc(Cn4cccn4)c3)C2)cc1 (stereo not given)	-12%	3%	10%	-1%	-4%	2%	-4
Cc1cccc(C(=O)Nc2c(C(=O)N3CCN(c4ccc(F)cc4)CC3)oc3ccccc23)c1	·	-10%	·	·	·	7%	1
O=C(C1CCC1)N1CCc2nn(Cc3ccccc3)c(=O)n2CC1	-18%	9%	-8%	-3%	0%	11%	-4
c1ccc(-c2nc3c(c(N4CCNCC4)n2)CCC3)cc1	-3%	-23%	2%	?	?	2%	0
CCOc1ccc(Cc2nccc3cc(OCC)c(OCC)cc23)cc1OCC	?	40%[25.6 µM]	·	·	·	83%[23.9 µM]	-12
COCCc1noc([C@@H]2CN(C(=O)c3ccc(C)cc3C)C[C@H]2CO)n1	i	6%	-11%	-4%	-3%	5%	-12
CN1CC(=O)N2CCN(C(=O)Cn3nnc4ccccc4c3=O)CC2C1=O (stereo not given)	4%[11.5 µM]	9%	-8%	i	i	4%	8
CCCOCCNC(=O)c1c(C)noc1-c1ccc2c(c1)OCO2	i	18%	2%	-21%	?	7%	16
Cc1cccc(CS(=O)(=O)Cc2ccc(C(=O)NCCc3ccccc3)o2)c1	·	?	·	·	·	-4%	-3
CC(=O)N1CCN(C(=O)c2cc(-c3ccc(F)cc3)c3nncn3n2)CC1	i	7%	·	-13%	-27%	7%	-2
O=C(C1CCCC1)N1CC2(CCN(Cc3ccccn3)CC2)Cc2ccccc21	i	-7%[87.6 µM]	·	100µM*	?	-25%[87.6 µM]	26
COc1ccc(-c2nc3cc(NC(=O)Cc4ccc(Cl)cc4)ccc3o2)cc1OC	·	-14%	·	·	·	2%	-5
Cc1cccc(-c2nc3ccc(C(=O)NC4CCCCCC4)cc3o2)n1	-14%[88.5 µM]	46%[activator][87.6 µM]	·	79µM*	?	-16%[87.6 µM]	4
CN(C/C=C/c1ccccc1)c1cc(C2CC(O)C2)nc(N)n1 (stereo not given)	i	?	0%	?	-74%	?	-5
COc1cc(NC(=O)Cn2cc(S(=O)(=O)N3CCC(C)CC3)c3ccccc3c2=O)cc(OC)c1OC	·	6%	·	·	·	-17%	-19
CCc1cccc2c(C(CC(=O)N3CCC(C)CC3)c3cccc(C)c3)c[nH]c12 (stereo not given)	i	-23%	2%	35µM*	?	-28%	-14
Cc1nc2scc(CC(=O)NC3CCCCC3)n2c(=O)c1-c1cc(C)n(-c2ccccc2F)n1	-16%	6%	0%	-14%	-22%	-5%	0
CCN1C(=O)CCc2cc(NC(=O)c3ccc(OC(F)(F)F)cc3)ccc21	-2%	28%	14µM*	50µM*	45µM*	-9%	10
O=C(NC1CCOC2(CCOCC2)C1)c1ccc(-c2cnco2)cc1 (stereo not given)	i	27%	9%	4%	5%	1%	0
O=C(C1CCCC1)N1CCC(Oc2cccnc2)C1 (stereo not given)	-6%	5%	2%	12%	i	-2%	16
CCOc1ccc(CCNC(=O)c2cc3c(=O)n(CC)c4ccccc4c3s2)cc1OCC	·	-25%	·	·	·	-10%	16
Cc1noc2c(NCc3cnccn3)cc(-c3ccccc3)nc12	i	19%[87.6 µM]	-17%[172 µM]	-24%[172 µM]	?	-3%[87.6 µM]	-18
O=C(Nc1ccc(Cl)cc1)N1CCn2c(nn(-c3ccc(C(F)(F)F)cc3)c2=O)C1	4%	?	-12%	?	?	4%	-2
O=C(c1cccs1)N1CCC2(CC1)NC(=O)N(Cc1ccccc1)C2=O	-11%	5%	-5%	-21%	?	-5%	-2
c1coc(CN[C@H]2CO[C@H]3[C@@H]2OC[C@@H]3n2nnnc2Oc2ccc(-n3ccnc3)cc2)c1	i	-1%	4%	-1%	i	-1%	9

5 entries from above, ordered by SMILES length, rising.
SMILES	GPT2 inh	SNCA expr inh	Luciferase inh	HEK293 tox	NIH3T3 tox	HEK293 viab	IP6K1 inhibitor
O=C(c1cccs1)N1CCC2(CC1)NC(=O)N(Cc1ccccc1)C2=O	-11%	5%	-5%	-21%	?	-5%	-2
CCc1cccc2c(C(CC(=O)N3CCC(C)CC3)c3cccc(C)c3)c[nH]c12 (stereo not given)	i	-23%	2%	35µM*	?	-28%	-14
O=C(Nc1ccc(Cl)cc1)N1CCn2c(nn(-c3ccc(C(F)(F)F)cc3)c2=O)C1	4%	?	-12%	?	?	4%	-2
COc1cc(NC(=O)Cn2cc(S(=O)(=O)N3CCC(C)CC3)c3ccccc3c2=O)cc(OC)c1OC	·	6%	·	·	·	-17%	-19
c1coc(CN[C@H]2CO[C@H]3[C@@H]2OC[C@@H]3n2nnnc2Oc2ccc(-n3ccnc3)cc2)c1	i	-1%	4%	-1%	i	-1%	9
